hIAP activ: human IAP activation. P09923. activation factor at 10 µM. AID 2524. purified human IAP, CDP-Star luminescence, 30 min; active compounds read high; 1 = vehicle-only enzyme, 0 = enzyme-free background. 330,000 tested, 0.16% active;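 active means activation factor of the enzyme at least 2-fold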; further: the source names both 10 and 20 µM as test concentration; values of inactives mirror those of a sister screen read the other way
Target sequence (P09923 whole entry, looked up): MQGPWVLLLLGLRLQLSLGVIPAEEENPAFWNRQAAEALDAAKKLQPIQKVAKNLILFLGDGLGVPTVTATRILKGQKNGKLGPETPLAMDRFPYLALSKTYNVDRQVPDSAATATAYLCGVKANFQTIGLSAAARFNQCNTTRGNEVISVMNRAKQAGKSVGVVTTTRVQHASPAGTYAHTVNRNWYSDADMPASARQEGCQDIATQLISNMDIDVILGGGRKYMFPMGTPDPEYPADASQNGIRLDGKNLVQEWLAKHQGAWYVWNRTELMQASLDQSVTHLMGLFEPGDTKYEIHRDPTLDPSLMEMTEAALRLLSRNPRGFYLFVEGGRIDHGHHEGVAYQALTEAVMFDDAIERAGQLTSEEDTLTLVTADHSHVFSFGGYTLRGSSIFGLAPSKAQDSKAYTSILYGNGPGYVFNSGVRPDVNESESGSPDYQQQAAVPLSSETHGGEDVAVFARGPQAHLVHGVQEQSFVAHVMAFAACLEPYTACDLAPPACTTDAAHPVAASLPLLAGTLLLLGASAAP
GRIN3A LBD mod: NR3A (human) ligand-binding domain modulation; NR3A LBD differential scanning fluorimetry, Tm shift; 0% = protein alone, 100% = glycine-bound protein; Tm shift relative to glycine control, % at 25 µM; 340,000 tested, 2.5% active; AID 1259313;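 active means melting temperature shift of at least 10% of the positive control shift, at one fixed dose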
ATG4B inh: inhibitors of human ATG4B cysteine protease | Q9Y4P1 | ATG4B cleavage of LC3-PLA2, NBD-HPC fluorescence, 1 h | inhibition, % at 8.33 µM | 340,000 tested, 0.51% active | AID 504462; in the data active means inhibition above about 40%
Target sequence (Q9Y4P1 whole entry, looked up): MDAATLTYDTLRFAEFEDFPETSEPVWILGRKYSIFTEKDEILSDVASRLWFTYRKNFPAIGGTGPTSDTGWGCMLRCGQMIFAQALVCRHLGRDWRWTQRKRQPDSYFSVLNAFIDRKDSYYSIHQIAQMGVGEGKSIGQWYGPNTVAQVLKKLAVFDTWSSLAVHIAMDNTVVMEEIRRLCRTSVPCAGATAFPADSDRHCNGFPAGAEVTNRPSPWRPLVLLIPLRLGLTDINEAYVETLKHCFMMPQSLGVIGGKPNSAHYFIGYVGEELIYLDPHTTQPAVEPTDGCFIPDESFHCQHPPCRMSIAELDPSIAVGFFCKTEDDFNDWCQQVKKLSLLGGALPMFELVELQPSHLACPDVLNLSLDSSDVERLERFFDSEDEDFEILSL
SENP8 block: blocks human SENP8 cleavage of Nedd8 substrate | Q96LD8 | recombinant SENP8, Nedd8 substrate fluorescence | inhibition, % at 20 µM | 360,000 tested, 0.64% active; in the data active means inhibition mostly above about 40%, no sharp cut-off; inactive means mostly below about 27%
SENP1 FRET inh: blocks the human SENP1 SUMO protease catalytic domain | Q9P0U3 | 360,000 tested, 0.21% active | recombinant SENP1 catalytic domain, CyPet-SUMO1-YPet FRET cleavage | AID 624204 | inhibition, % at 10 µM;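 active means inhibition at least 30% at 10 µM, raw YFP signal under a set limit, fluorescence ratio 0.5 to 1.5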;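 further: 0% = enzyme with DMSO and 100% = no enzyme wells; some results filed as inactive read as strong as hits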
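Assay system: hSENP1 catalytic domain, recombinant. Amount: SENP1 enzyme, 20 pM final. Schedule: 50 min reaction, RT, dark. Technique: FRET, CFP and YFP emission. Control set: no-enzyme wells low, DMSO-plus-enzyme wells high control.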
MPTP inh: blocks calcium-induced mitochondrial swelling | isolated mouse mitochondria, Ca2+ swelling absorbance, 30 min | inhibition, % at 10 µM | 360,000 tested, 1.4% active | AID 602449;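 active means inhibition of 50% or more, scaled per plate between neutral and stimulator controls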;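 further: 0% = DMSO wells given calcium and 100% = 1 mM EGTA wells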
SENP6 inh: SENP6 protease inhibition; Q9GZR1; Recombinant SENP6 catalytic domain, aminoluciferin luminescence; inhibition, % at 10 µM; 330,000 tested, 1.8% active;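 active means inhibition above about 50% at the single tested dose, limit read from the data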;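 further: plate controls were DMSO wells with enzyme for no effect and DMSO wells lacking enzyme for full effect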
PfG6PD inh: PfG6PD (Plasmodium falciparum) enzyme inhibition | PfGluPho enzyme, NADPH resazurin-diaphorase fluorescence | inhibition, % at 20 µM | 350,000 tested, 0.78% active;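 active means inhibition reaching at least a set limit at 20 µM in the primary screen, cut at about 59% in these data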;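 further: 0% = DMSO wells with substrate and 100% = DMSO wells lacking glucose-6-phosphate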
An asterisk follows results filed as active; i = inactive; . = not tested or not shown; & = joins results of further samples. No enrichment for hits, and some 6.7% of all compounds hit somewhere here.

mol	hIAP activ	GRIN3A LBD mod	ATG4B inh	SENP8 block	SENP1 FRET inh	MPTP inh	SENP6 inh	PfG6PD inh
CC(=O)Nc1cc(C)nn1-c1nc2ccccc2s1	0.99	-1	8	-12	-8	18	-7	5
N#Cc1ccc(Oc2cccc3cccnc23)c([N+](=O)[O-])c1	0.87	2	-5	-160	-65	-0.7	-22	102*
COc1ccc(CNC(=O)C(C)Sc2ccc(C)cc2)cc1 (configuration not stated)	0.95	0	-9	-3	2	-1.6	-16	-12
CC(=O)C[C@H](O)CC(=O)[C@@H]1OC(=O)CCCCCc2ccccc21	0.87	1	.	9	2	0.2	-7	16
CC(C)NC(=S)N/N=C/c1ccc(N2CCOCC2)cc1	1.1	0	7	-406	-4	1.0	-6	1
Cc1cc(C(=O)Cn2cc(C(F)(F)F)ccc2=O)c(C)n1CC1CCCO1 (configuration not stated)	1.1	3	-9	10	2	-2.4	-6	10
Cc1ccc(-c2nnc(-n3ncc(C#N)c3N)c3ccccc23)cc1C	0.87	-3	-7	10	-1	0.5	-13	5
Cc1ccc(NC(=O)CN(C)CC(=O)Nc2ccccc2C#N)cc1	1.5	0	-5	2	0	5.8	15	3
N#Cc1nc(COc2ccccc2)oc1N1CCCC1	1.5	-3	3	30	0	0.4	-20	0
CCN(CC)S(=O)(=O)c1ccc(N(C)C)c(NC(=O)C2CCCC2)c1	1.1	1	5	6	1	0.9	0	-39
COC(=O)/C=C/c1c(C)[nH]c(=O)[nH]c1=O	1	0	1	28	2	0.0	-16	2
CCCN1CCC(NC(=O)Nc2ccc(F)cc2F)CC1	0.86	-1	1	4	1	-0.3	11	-4
COc1ccc(/C=N/NC(=O)CCN2CCCCC2c2cccnc2)cc1Cn1cc([N+](=O)[O-])cn1 (configuration not stated)	0.99	-1	-12	17	-3	1.8	-8	-2
Nc1ccccc1SCC(O)Cn1ccc2ccccc21 (configuration not stated)	0.79	-4	-7	9	1	0.5	9	19
CNC(=O)c1ccsc1NC(=O)CCS(=O)(=O)c1ccc(Cl)cc1	1.1	-1	-5	-6	0	-0.4	-16	2
CC(C)CC1C(=O)N(Cc2cn(CCC3OCCO3)nn2)CCS(=O)(=O)N1Cc1ccc(-c2ccc(Cl)c(Cl)c2)cc1 (configuration not stated)	.	.	.	-11	0	-1.2	.	31
COc1ccc(-c2csc(NC(=O)c3ccoc3C)n2)cc1	0.94	-2	-1	-5	2	5.9	-16	23
COc1ccc(NC2c3ncccc3C(=O)N2Cc2ccccc2)c(OC)c1 (configuration not stated)	1	4	-3	-1	1	-0.5	-1	17
O=C(CSc1nc2sc3c(c2c(=O)n1-c1ccccc1)CCCC3)NCc1ccco1	1.2	2	-1	-11	-2	-1.0	-17	-2
O=C(NCc1ccc(Cl)cc1)C1CCCN(c2cnccn2)C1 (configuration not stated)	1.1	-3	-4	-417	4	0.0	13	1
COc1ccc(S(=O)(=O)N2CCC(C(=O)Nc3cc(Cl)ccc3N3CCOCC3)CC2)cc1OC	1.1	0	-7	6	0	-1.1	-15	-2
O=C(COC(=O)C1CCC(=O)N1)Nc1ccc(Br)cc1 (configuration not stated)	0.96	-1	-3	18	1	1.2	21	-5
COC(C(=O)NNS(=O)(=O)c1ccccc1[N+](=O)[O-])c1ccccc1 (configuration not stated)	0.87	0	4	16	1	-1.1	-6	0
O=C(NCCc1ccccc1)C1CCC(=O)N(CCCN2CCCC2=O)C1 (configuration not stated)	1.2	2	1	14	2	-2.4	1	-8
O=C(Nc1cccc(S(=O)(=O)Nc2ccccc2Cl)c1)c1ccc(Cl)nc1	0.97	-11	-4	8	2	62*	-10	-5
CC(C)CC(=O)c1c[nH]c(C(=O)N2CCN(Cc3ccccc3)CC2)c1	0.99	1	-12	22	2	-0.8	-20	7
CCC(=O)Nc1nnc(-c2cccs2)s1	0.92	-2	6	-326	3	-1.7	13	-28
CCc1ccc2[nH]c(=O)c(CN(CCN3CCOCC3)C(=O)Nc3ccccc3F)cc2c1	0.99	-1	-3	-80	-1	-1.3	17	13
O=C1Nc2ccc(S(=O)(=O)NCc3ccco3)c3cccc1c23	0.95	-2	-11	i	-40	0.1	22	63*
CC(C)(C)NC(=O)/C=N/O	0.91	-1	3	10	1	-2.2	-19	-17
CCOC(=O)Cn1ccc(NC(=O)COc2ccc(F)cc2F)n1	0.93	2	-5	11	1	-1.5	1	4
COC(=O)c1ccc(CN2CCN(C(C)C)C(CCO)C2)cc1 (configuration not stated)	1	-1	-5	2	-1	0.7	-1	-13
O=C1C2C3C=CC(C4CC34)C2C(=O)N1/N=C/c1ccc(-c2ccc(Cl)cc2[N+](=O)[O-])o1 (configuration not stated)	0.99	-18	-6	-4	-2	-2.1	-9	12
Clc1ccc2nncn2n1	0.88	0	9	-144	2	0.0	2	-6
CCC(=O)n1nc(-c2cccnc2)nc1NCc1ccc(OC)cc1	0.95	-1	9	12	3	-0.3	-15	4
CC(CCc1ccccc1)NC(=O)c1ccccc1Cl (configuration not stated)	1	0	4	20	2	0.6	13	-1
COc1cc(NC(=O)c2ccc(N)nc2)cc(C(=O)Nc2cccc(C(F)(F)F)c2)c1	0.74	30*	-6	2&21	-1&3	-0.4&0.3	-5	32&19
O=C(c1cccc(Br)c1)N1CCN(c2cnn(-c3ccccc3)c(=O)c2Cl)CC1	1	2	6	2	1	1.5	-2	-20
CCCn1cnc2scc(-c3ccc(C)c(C)c3)c2c1=O	1	0	0	11	2	0.4	4	-1
O=S(=O)(Nc1ncnc2sc3c(c12)CCC3)c1cc(F)ccc1F	1.1	-2	1	-159	-4	3.3	-2	-15
CCN(C(=O)CCCCC(=O)N(CC)c1ccccc1)c1ccccc1	0.98	0	6	16	2	1.5	-40	4
O=C(c1ccco1)N1CCC(c2nc3c(nnn3Cc3c(Cl)cccc3Cl)c(=O)[nH]2)CC1	0.95	-1	-21	12	-1	1.4	-5	18
COc1cccc(CNC(=O)c2cccc(Br)c2)c1	1.1	3	5	19	0	0.9	-4	-9
O=C(O)CCC(=NNC(=O)c1cccc(S(=O)(=O)N2CCCCC2)c1)c1ccccc1	1.3	2	-5	24	0	4.5	0	-6
CCOc1ccc(-c2nnc(SCC(=O)NC(C)(C)C)nc2-c2ccc(OCC)c(OC)c2)cc1OC	0.85	1	-11	14	4	0.1	2	4
O=C(CON=C1c2ccccc2-c2ccccc21)NC12CC3CC(CC(C3)C1)C2	1	-2	28	-2	0	7.1	3	-11
O=c1c2c(nc3c(-c4cccc(Br)c4)c[nH]n13)CCCC2	1.3	0	0	-260	-4	58*	-18	-19
COc1ccc(OCC(=O)NCc2n[nH]c(=O)c3ccccc23)cc1	0.97	-1	-4	15	4	-0.5	16	7
Cc1ccc(NC(=S)NN2CCN(C)CC2)cc1	0.98	-6	3	16	4	-0.7	-6	0
CCC1S/C(=N/N=C/c2ccco2)N(Cc2ccccc2C)C1=O (configuration not stated)	0.83	1	-10	16	1	0.6	9	19
O=C(O)CCN=C1CCCc2ccccc2N1	1.1	0	-6	13	0	-0.5	-7	-17
Cn1nccc1C(=O)Nc1ccccc1C(=O)O	1.1	-1	-1	13	3	0.9	12	-14
COc1ccc2c(n1)Sc1nc3ccccc3nc1N2	.	34*	.	11	-22	1.6	.	46
Cc1ccc(CNC(=O)c2ccc3c(=O)n(CC4CCCO4)c(=S)[nH]c3c2)cc1 (configuration not stated)	0.97	-3	-5	9	0	0.2	-15	2
COc1ccc(N2C(=O)CN=C2Nc2nc(C)cc(C)n2)cc1OC	0.87	2	-5	13	1	-1.8	7	2
CC(C)(C)NC(=O)c1c(F)c(F)c(F)c(F)c1F	0.88	-4	6	-4	1	-1.8	2	-17

(listing goes on)
mol	hIAP activ	GRIN3A LBD mod	ATG4B inh	SENP8 block	SENP1 FRET inh	MPTP inh	SENP6 inh	PfG6PD inh
CCOc1ccc(OCC)c(NC(=O)CN2CCN(C(=O)c3ccco3)CC2)c1	1.2	1	-7	9	1	-0.7	6	7
COc1ccc(/C=C/C(=O)Nc2cc(=O)n(C)c(=O)n2C)cc1	1.1	0	24	-40	1	0.4	9	-4
CC(C)c1ccc(C2c3[nH]c4ccccc4c3C[C@H]3C(=O)N(c4ccccc4C(=O)N4CCC[C@H]4C(=O)O)C(=O)N23)cc1 (some centres not stated)	0.8	-2	-2	24	-42	-0.3	-2	-9
O=C(NC(=S)Nc1cc([N+](=O)[O-])ccc1O)c1ccc2c(c1)OCO2	1.2	9	5	21	3	5.6	90*	2
O=[n+]1c2c(n([O-])c3c1CCC3)CCCC2	1.1	-2	-1	14	0	0.3	0	-7
O=C(Nc1ccc(Br)cc1)C1C2C=CC3(O2)C1C(=O)N(CCN1CCCCC1)C3C(=O)NC1CCCCC1 (configuration not stated)	1.2	-3	-4	8	-3	0.2	-9	12
COc1ccc(-c2[nH]nc3c2C(c2ccoc2)C(C#N)=C(N)O3)cc1 (configuration not stated)	1.1	0	-13	17	0	0.7	-7	-5
Cc1ccc(NC(=O)CSc2ncccc2C(=O)Oc2cccc([N+](=O)[O-])c2)cc1Cl	0.91	-23	-5	4	1	3.3	-13	4

Arranged by SMILES length (rising): part of the list above.
mol	hIAP activ	GRIN3A LBD mod	ATG4B inh	SENP8 block	SENP1 FRET inh	MPTP inh	SENP6 inh	PfG6PD inh
O=[n+]1c2c(n([O-])c3c1CCC3)CCCC2	1.1	-2	-1	14	0	0.3	0	-7
COc1ccc(/C=C/C(=O)Nc2cc(=O)n(C)c(=O)n2C)cc1	1.1	0	24	-40	1	0.4	9	-4
CCOc1ccc(OCC)c(NC(=O)CN2CCN(C(=O)c3ccco3)CC2)c1	1.2	1	-7	9	1	-0.7	6	7
O=C(NC(=S)Nc1cc([N+](=O)[O-])ccc1O)c1ccc2c(c1)OCO2	1.2	9	5	21	3	5.6	90*	2

(cont.)
mol	hIAP activ	GRIN3A LBD mod	ATG4B inh	SENP8 block	SENP1 FRET inh	MPTP inh	SENP6 inh	PfG6PD inh
CC1(C)CC(=O)C=C(NCC(=O)O)C1	1.1	2	-4	7	-20	-0.8	13	-18
COc1cc(C(=O)NCC(=O)OCC(=O)c2cccc3ccccc23)cc(OC)c1OC	1	-2	-12	-72	-42	-1.7	7	5
Nc1c(C(=O)NCCN2CCOCC2)c2nc3ccccc3nc2n1-c1cccc(F)c1	1.4	0	-3	-402	7	-0.6	-9	-13
CCC(=O)N(CCc1ccccc1)Cc1cc2cc(C)ccc2[nH]c1=O	0.94	2	4	-97	2	-0.9	-6	-10
O=C(CC1C(=O)NCCN1Cc1ccccc1)NCCCOc1cccnc1 (configuration not stated)	1.1	1	-5	-28	-7	-0.9	-11	2
NC(=O)C1(C(N)=O)OC1c1ccc(Cl)c(Cl)c1 (configuration not stated)	0.95	-1	-8	5	0	2.1	-12	8
CCOCCCNC(=O)CCNC(=O)c1cc(OC)c(OC)c(OC)c1	0.99	-2	-6	9	1	1.0	-8	-4
COc1cccc(CNS(=O)(=O)/C=C/c2ccc(OC)c(OC)c2)c1	1	-1	-5	-4	-5	-0.8	-15	-22
Cc1cccc(NS(=O)(=O)c2ccc(C(=O)NCC(C)(C)N3CCOCC3)cc2)c1C	0.8	0	-6	7	0	1.5	5	-7
O=C(O)C1C2CC3OC(=O)C1C3C2 (configuration not stated)	.	-4	-1	9	6	-1.3	.	-11
C/C=C/c1ccc(OCCOc2ccc(C=O)cc2OC)c(OC)c1	1.3	-3	-9	16	2	-2.9	-7	0
Cc1ccc(/C=C2/NC(=O)N(Cc3ccccc3)C2=O)s1	1.1	0	4	-35	-8	0.0	3	7
CCOC(=O)c1ccc(NC(=O)CN(c2ccc(C)cc2)S(=O)(=O)c2c(C)n[nH]c2C)cc1	1.3	-2	-22	26	1	-2.4	-8	14
